High-throughput results: PubChem BioAssay, several laboratories
DNMT1 block – DNMT1 (human) enzyme inhibition. P26358. DNMT1 molecular beacon, Hinp1I cleavage, fluorescence. inhibition (reported as % activation of signal), % at 10 µM. 360,000 tested, 0.83% active. AID 588458; in the data active = inhibition above about 50%
LMPTP block – blocks human LMPTP phosphatase; AID 651560; inhibition, % at 20 µM; P24666; 360,000 tested, 0.22% active; recombinant LMPTP-A, OMFP fluorogenic substrate, fluorescence intensity;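 active = compounds that cut the enzyme signal by at least half of the control window in the single-dose screen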;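 also: plate controls were DMSO wells with enzyme plus substrate for no effect and substrate without enzyme for full effect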
Target sequence (P24666 whole entry, looked up): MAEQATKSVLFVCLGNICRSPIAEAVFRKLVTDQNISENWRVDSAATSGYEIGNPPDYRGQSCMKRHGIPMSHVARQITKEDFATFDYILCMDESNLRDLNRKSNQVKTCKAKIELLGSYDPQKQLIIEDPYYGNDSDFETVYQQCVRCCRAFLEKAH
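Assay system: LMPTP-A phosphatase enzyme | Input: 0.625 nM enzyme | Also added: Fluorogenic phosphatase substrate OMFP at 400 µM final | Compound dosing: One test concentration per compound, 20 µM, with 3% DMSO overall | Schedule: 50 min enzyme reaction at room temperature, protected from light | Signal: Fluorescence intensity | Benchmarks: no-enzyme and uninhibited controls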
STEP inh – STEP (human) phosphatase inhibition; recombinant STEP, OMFP fluorogenic substrate, fluorescence; 360,000 tested, 0.25% active; AID 588621; inhibition, % at 20 µM; P54829;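 active = inhibition at 20 µM, scaled per plate between control wells, above about 37%, limit read from the data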;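 also: 0% = DMSO with enzyme and substrate and 100% = substrate only without enzyme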
Target sequence (P54829 whole entry, looked up): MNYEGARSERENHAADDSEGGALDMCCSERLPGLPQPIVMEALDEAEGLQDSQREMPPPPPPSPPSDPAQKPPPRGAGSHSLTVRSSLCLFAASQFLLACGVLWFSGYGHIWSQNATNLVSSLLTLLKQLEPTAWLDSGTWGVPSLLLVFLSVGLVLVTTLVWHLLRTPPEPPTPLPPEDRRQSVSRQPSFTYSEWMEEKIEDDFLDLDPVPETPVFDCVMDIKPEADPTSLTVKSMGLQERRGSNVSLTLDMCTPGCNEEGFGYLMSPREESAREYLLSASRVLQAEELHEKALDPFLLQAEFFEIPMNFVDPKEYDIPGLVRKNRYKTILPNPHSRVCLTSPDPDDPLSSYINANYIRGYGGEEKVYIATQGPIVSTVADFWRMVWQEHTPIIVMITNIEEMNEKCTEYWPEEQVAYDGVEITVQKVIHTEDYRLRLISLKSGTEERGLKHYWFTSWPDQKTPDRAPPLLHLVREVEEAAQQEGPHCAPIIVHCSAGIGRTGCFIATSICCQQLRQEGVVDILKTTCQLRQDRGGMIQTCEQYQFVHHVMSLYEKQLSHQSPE
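Material: STEP (striatal-enriched tyrosine phosphatase) enzyme, cell-free | Medium: 50 mM Bis-Tris pH 6.0 with 2.5 mM DTT and 0.005% Tween 20 | Read-out: Percent inhibition scaled to no-enzyme and uninhibited-enzyme controls, plate-pattern corrected | Signal: Fluorescence read at 480 nm ex / 540 nm em | Times: 20 min reaction, room temperature, in the dark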
CSN inh – inhibitors of human CSN-mediated cullin deneddylation; inhibition, % at 12.5 µM; Q92905; Purified CSN, SCF-Nedd8-OG deneddylation, fluorescence polarization; 360,000 tested, 0.38% active;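 active = pattern-corrected inhibition above about 35%, with an unprinted fluorescence ratio check between 0.5 and 1.5, limit read from the data, passing the limit was not always enough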;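 also: 0% = enzyme with substrate and 100% = substrate without enzyme; some results filed as inactive read as strong as hits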
Target sequence (Q92905 whole entry, looked up, one chain of several): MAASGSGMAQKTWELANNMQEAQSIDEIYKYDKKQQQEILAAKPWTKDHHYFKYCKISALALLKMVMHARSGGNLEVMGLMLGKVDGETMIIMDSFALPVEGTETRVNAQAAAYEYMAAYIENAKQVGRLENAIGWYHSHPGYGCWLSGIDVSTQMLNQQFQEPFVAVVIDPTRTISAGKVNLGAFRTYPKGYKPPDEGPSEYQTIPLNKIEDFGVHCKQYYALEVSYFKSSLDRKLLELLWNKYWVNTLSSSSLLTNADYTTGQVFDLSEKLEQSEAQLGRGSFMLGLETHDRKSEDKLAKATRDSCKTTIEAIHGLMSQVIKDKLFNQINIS
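Schedule: reaction 90 min, room temperature / Assay system: HEK293T-derived human Csn5 enzyme / Input: Csn5 at 0.24 nM final / Measure: inhibition of Csn5 cleavage, % / Control set: substrate-only high control, full reaction low control / Technique: fluorescence polarization of the substrate / Buffer or medium: Tris/NaCl/DTT buffer, pH 7.5 / Reagent: SCFSkp2-Nedd8OG substrate at 10 nM final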
NadD inh – NadD (S. aureus) enzyme inhibition; purified NadD enzyme, colorimetric absorbance read-out; inhibition, % at 20 µM; 360,000 tested, 0.78% active; AID 602399; in the data active = inhibition above about 26%; also: some compounds past the cut are filed as inactive
Rpn11 inh – inhibitors of human proteasome Rpn11 | O00487 | human 26S proteasome, Ub4-pepOG fluorescence polarization; 20S core pre-blocked with epoxomicin | calls only at 20 µM | 360,000 tested, 0.59% active;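 active = inhibition at 20 µM, scaled to each plate's controls, above about 33%, limit read from the data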
Tb MetRS inh – blocks T. brucei methionyl-tRNA synthetase activity; purified T. brucei MetRS, ATP depletion, Kinase-Glo luminescence; inhibition, % at 11.9 µM; 360,000 tested, 0.4% active; AID 624268;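 active = inhibition above a per-plate cutoff of the control wells' mean inhibition plus 3 SD, cut at about 5.5% in these data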;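 also: 0% = DMSO wells median and 100% = median of wells with control inhibitor compound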
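Dosing: 11.9 µM single point; system: parasite MetRS enzyme; technique: luminescence of leftover ATP; times: 15 min enzyme-compound preincubation, 2 h reaction, 10 min detection, 25 °C; replicates: each compound tested once; read-out basis: percent inhibition relative to median high and low control wells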
Scp-1 inhibitor – Scp-1 (human) phosphatase inhibition. Q9GZU7. Recombinant Scp1, phosphopeptide, malachite green phosphate absorbance. inhibition, % at 20 µM. 340,000 tested, 0.88% active. AID 493091;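 active = inhibition above about 50% at 20 µM, limit read from the data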;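 also: plate controls were DMSO wells with enzyme for no effect and wells lacking enzyme for full effect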
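System: SCP-1 catalytic domain; Reagent: Phospho 17-mer peptide substrate; Doses: one concentration, 20 µM, with 1.0% DMSO; Incubation: 45 min room-temperature reaction, 5 min colour, 30 min stabiliser; Signal: Phosphate-binding colour reagent, absorbance read at 630 nm.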
PABP1 MLLE inh – blocks PAM2 peptide binding to the PABP1 MLLE domain. inhibition, % at 20 µM. P11940. GST-MLLE / FITC-PAM2 fluorescence polarization. 360,000 tested, 0.36% active; in the data active = inhibition above about 35%, passing the limit was not always enough;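 also: plate controls were DMSO wells with GST-MLLE for no effect and wells lacking GST-MLLE protein for full effect; some results filed as inactive read as strong as hits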
SUMO1-SIM PPI – alters human SUMO1 binding to SIM partners; P63165; SUMO1 binding to a labelled peptide, TR-FRET, 1 h; inhibition, % at 20 µM; 360,000 tested, 0.33% active; in the data active = inhibition above about 37%
Numbers without * were called inactive; i = inactive; x = not tested or not shown. Outcome played no part in choosing rows; about 3.6% have a hit in one of these screens.

SMILES | DNMT1 block | LMPTP block | STEP inh | CSN inh | NadD inh | Rpn11 inh | Tb MetRS inh | Scp-1 inhibitor | PABP1 MLLE inh | SUMO1-SIM PPI
Cc1nn2c(N)c(C#N)cnc2c1-c1ccc(Cl)cc1 | 27 | -1.4 | -2 | 0 | 2 | i | -1.2 | 1 | -4 | 3
O=C(COc1ccc(F)cc1Cl)Nc1ccc(N2CCOCC2)cc1N1CCOCC1 | -2 | 2.2 | 3 | 1 | 0 | i | -0.9 | 13 | -2 | 3
CCCc1cc(=O)[nH]c(SCC(=O)Nc2ccc([N+](=O)[O-])cc2C#N)n1 | -5 | 0.0 | 2 | 4 | 2 | i | -0.4 | -7 | 3 | -26
CCOC(=O)[C@]12CCC=C1N(Cc1ccco1)C(=O)[C@H](CC(=O)NCCC(C)C)C2 | x | 0.0 | x | -5 | 6 | x | -0.1 | x | x | 4
Cn1cnnc1SCC(=O)NC1CCCN(Cc2ccc(Cl)cc2)C1 (stereo not given) | 0 | 0.3 | -2 | -1 | -3 | i | -0.3 | 4 | -1 | 3
COc1ccc(OC)c(S(=O)(=O)NCC2CCCO2)c1 (stereo not given) | 2 | 0.3 | -1 | 7 | -6 | i | 0.2 | 0 | -15 | 2
Cc1ccc(CNC(=O)c2ccc(CS(=O)Cc3ccccc3Cl)o2)cc1 (stereo not given) | 1 | 0.6 | 3 | -2 | 2 | i | -0.1 | -1 | 5 | 4
CCc1ccc(OCC(=O)Nc2ncn[nH]2)cc1 | 4 | -1.7 | 3 | -3 | -4 | i | -0.3 | -4 | 2 | 4
O=C(CSc1ccccc1C(=O)O)Nc1ccc2c(c1)OCO2 | 5 | 0.1 | -2 | 2 | -5 | i | -0.5 | 5 | -2 | 1
Nc1cnn(Cc2ccc(F)cc2)c1 | -6 | -1.2 | -1 | -3 | -3 | i | -0.5 | -3 | -2 | 1
COc1ccc(NC(=O)CC2C(=O)NCCN2C(=O)c2ccccc2)cc1 (stereo not given) | -2 | -0.8 | -1 | -4 | -3 | i | -0.2 | -1 | 3 | 1
O=C(c1cccs1)N1C[C@@H](n2cc(-c3ccc(F)cc3)nn2)[C@H](O)C[C@@H]1c1ccccc1 | 6 | -1.7 | -1 | 2 | -5 | i | -1.0 | x | 7 | 2
CCP(=O)(CC)c1cccc(N)c1 | -9 | -0.6 | 3 | -6 | 1 | i | -0.8 | -5 | 7 | -3
CSc1nncc(/C(C)=N\Nc2cccc(C)c2)n1 | 9 | 1.5 | -1 | -6 | 6 | i | -0.1 | -15 | 18 | -5
COc1ccc(-c2nc(N3CCCCCC3)sc2C(=O)c2ccccc2)cc1 | 4 | 2.6 | 4 | 0 | 8 | i | -1.4 | 7 | 24 | -2
CC1Cc2ccccc2N1C(=S)NC1CCCC1 (stereo not given) | -1 | 1.6 | 2 | 5 | -4 | i | -0.1 | -9 | -115 | 13
CCOC(=O)c1c(N=CN(C)C)c(C#N)n2c1CCC2 | 1 | -1.0 | 1 | 0 | 1 | i | -0.1 | -8 | -8 | 1
CCC1CCCCN1C(=O)CSc1nc2ncccc2[nH]1 (stereo not given) | 2 | -1.0 | 11 | -6 | -3 | i | 2.0 | -9 | 3 | -1
CCNc1c(NS(=O)(=O)c2ccc(C3CCCCC3)cc2)c(=O)oc2ccccc12 | 15 | -1.1 | 2 | 0 | 0 | i | 0.1 | 2 | 1 | 3
C[C@H](CO)N1C[C@H](C)[C@@H](CN(C)Cc2ccc(-c3ccccc3)cc2)OCc2cnnn2CCCC1=O | 2 | -2.1 | 1 | 4 | 4 | i | -0.7 | x | 9 | 1
CCCC(C)C(=O)Nc1cc([N+](=O)[O-])ccc1Cl (stereo not given) | 1 | 1.2 | -2 | -10 | 1 | i | 0.8 | -9 | 13 | -20
O=C(/C=C/c1ccc(Cl)cc1)N1CCN(c2c(Cl)cccc2[N+](=O)[O-])CC1 | -4 | 7.4 | 6 | -2 | -3 | i | -0.3 | -12 | 9 | -2
COc1ccc(Cl)cc1NCC(=O)Nc1ccc(OC)c(S(=O)(=O)N2CCCCC2)c1 | -11 | 1.8 | 0 | -4 | 7 | i | 0.0 | -3 | -5 | 4
O=C(c1ccccc1)N1CCN(c2cc(-c3ccccc3)nc3cc(-c4cccc(Cl)c4)nn23)CC1 | -4 | 4.2 | 4 | 7 | 29 | i | -0.7 | x | 0 | -15
CC(=O)N1CCN(C(=O)CCNS(=O)(=O)c2ccccc2)CC1 | 2 | 0.0 | 0 | -1 | 0 | i | 0.1 | -7 | 2 | -2
C=CC[C@H](CC(=O)N(CCO)Cc1ccccc1)C(=O)N[C@H](C)COC(=O)[C@@H](CC=C)CC(=O)OC(C)(C)C | 2 | -1.4 | 0 | 3 | -2 | i | -0.1 | -2 | -9 | -1
CC1(C(=O)NS(=O)(=O)C2CC2)CCCN(C(=O)c2ccc(F)c(Cl)c2)C1 (stereo not given) | 0 | -1.7 | 0 | 0 | -3 | i | -0.3 | x | -12 | 8
CC(NC(=O)C1CCCN1S(=O)(=O)c1cccc2nsnc12)c1ccccc1 (stereo not given) | 1 | -2.5 | -2 | -1 | -2 | i | -0.9 | 10 | -1 | -32
O=C(O/N=C(\c1ccccc1)c1ccncc1)c1ccccc1Cl | -4 | 0.2 | 0 | 5 | 0 | i | -0.2 | -3 | 1 | 5
Cc1cccc(-c2nc3ccccc3c(=O)n2NC(=O)c2ccc([N+](=O)[O-])c(C)c2)c1 | -1 | 0.1 | -2 | 0 | 1 | i | -0.1 | -5 | 4 | -10

A few values from above:
Result for `C[C@H](CO)N1C[C@H](C)[C@@H](CN(C)Cc2ccc(-c3ccccc3)cc2)OCc2cnnn2CCCC1=O` under Tb MetRS inh: -0.7
Result for `CC1(C(=O)NS(=O)(=O)C2CC2)CCCN(C(=O)c2ccc(F)c(Cl)c2)C1` (stereo not given) under LMPTP block: -1.7
Result for `O=C(/C=C/c1ccc(Cl)cc1)N1CCN(c2c(Cl)cccc2[N+](=O)[O-])CC1` under STEP inh: 6
Result for `C=CC[C@H](CC(=O)N(CCO)Cc1ccccc1)C(=O)N[C@H](C)COC(=O)[C@@H](CC=C)CC(=O)OC(C)(C)C` under STEP inh: 0
Result for `CCOC(=O)c1c(N=CN(C)C)c(C#N)n2c1CCC2` under Tb MetRS inh: -0.1

Nothing new here: 2 of the compounds above.
SMILES | DNMT1 block | LMPTP block | STEP inh | CSN inh | NadD inh | Rpn11 inh | Tb MetRS inh | Scp-1 inhibitor | PABP1 MLLE inh | SUMO1-SIM PPI
O=C(O/N=C(\c1ccccc1)c1ccncc1)c1ccccc1Cl | -4 | 0.2 | 0 | 5 | 0 | i | -0.2 | -3 | 1 | 5
Cc1cccc(-c2nc3ccccc3c(=O)n2NC(=O)c2ccc([N+](=O)[O-])c(C)c2)c1 | -1 | 0.1 | -2 | 0 | 1 | i | -0.1 | -5 | 4 | -10

Only Scp-1 inhibitor and CSN inh (two entries from above):
compound	Scp-1 inhibitor	CSN inh
O=C(c1ccccc1)N1CCN(c2cc(-c3ccccc3)nc3cc(-c4cccc(Cl)c4)nn23)CC1	x	7
O=C(/C=C/c1ccc(Cl)cc1)N1CCN(c2c(Cl)cccc2[N+](=O)[O-])CC1	-12	-2

(more compounds)
SMILES | DNMT1 block | LMPTP block | STEP inh | CSN inh | NadD inh | Rpn11 inh | Tb MetRS inh | Scp-1 inhibitor | PABP1 MLLE inh | SUMO1-SIM PPI
Nc1nnnn1/N=C/c1ccc(F)cc1 | 3 | -0.3 | 0 | 0 | -5 | i | -0.8 | -7 | 15 | -9
Cc1ccc(S(=O)(=O)NCC(=O)OCC(=O)Nc2cccc(S(=O)(=O)NC3=NCCCCC3)c2)cc1 | 2 | -0.4 | -5 | -1 | -2 | i | 0.0 | 2 | 2 | 1
COC(=O)c1ccc(NC(=O)CNC(=O)c2sc3ccccc3c2Cl)cc1 | 33 | 1.1 | -3 | 2 | 3 | i | -0.2 | 7 | -9 | 8
COC(=O)c1c(NC(=O)CC2NCCNC2=O)sc2c1CCCC2 (stereo not given) | 0 | -0.5 | 10 | -2 | 1 | i | -0.5 | -8 | 2 | -3
O=C(OCc1cn([C@@H]2C[C@H](c3ccc(Cl)cc3)N(CC3CCCCC3)C[C@H]2O)nn1)c1ccccc1 | -6 | 2.5 | 2 | 2 | 5 | i | -0.4 | x | -9 | 3
Cc1onc(-c2c(F)cccc2Cl)c1C(=O)OCC(=O)NCc1ccco1 | -1 | 0.6 | -2 | 5 | -10 | i | -0.3 | -5 | -10 | -2
Cc1ccc(S(=O)(=O)N(C)c2c(C)ccc(S(=O)(=O)N3CCN(C)CC3)c2C)cc1 | -2 | -0.9 | 1 | -1 | -2 | i | 0.2 | -2 | -12 | 1
O=c1[nH]cc(CN2CCOCC2)c(=O)[nH]1 | 5 | -1.1 | -2 | 4 | -2 | i | -0.3 | -4 | -7 | 4
CCN(CC)C(=O)C1=C(C)N(Cc2ccc(OC)cc2)C(=O)C(CC(=O)NCCCCc2ccccc2)C1 (stereo not given) | 0 | -0.6 | -2 | -1 | -1 | i | -2.6 | x | 2 | 1
Cc1nonc1C(=O)N/N=C/c1ccccc1 | 1 | -0.8 | -3 | 3 | -2 | i | -1.4 | -1 | -6 | -1
C/C=C\C=C\C(=O)N1CC2(CC(c3cccc(NC(=O)/C(C)=C\C)c3)=NO2)C[C@H]1C(N)=O (stereo not given in full) | -7 | -0.7 | 2 | -1 | 2 | i | 0.0 | 35 | -14 | -2
CC(=O)c1cccc(-c2ccnc3c2CC(C(=O)Nc2ccc(Cl)c(C(F)(F)F)c2)O3)c1 (stereo not given) | -13 | 5.9 | 0 | -4 | 9 | i | -0.3 | x | -7 | 4
CSc1nc(-c2ccccc2)nn1C(=O)c1ccccc1 | 3 | -1.7 | 4 | -3 | -1 | i | -0.4 | -10 | 0 | 1
Cc1cc2nc(C3CCCCC3)c(Cc3cccc(Cl)c3)n2c(C)c1Br | x | 1.7 | x | -4 | 11 | x | 0.2 | x | x | 1
O=C(CC1Oc2ccccc2NC1=O)NC1CCCC1 (stereo not given) | 5 | -0.7 | 0 | -2 | 1 | i | 0.0 | -12 | 0 | 6
C=CCNC(=S)N/N=C/c1ccc(OCc2ccccc2)cc1 | 8 | 2.6 | -2 | -2 | -1 | i | -0.6 | -12 | -29 | 15
